SMARCA2 activ: SMARCA2 (BRM) function activators, primary screen, cell-based, luminescence, high throughput; AID 652017, 2013; activation, % at 9.1 µM; MG213 cells, MMTV-luciferase reporter, dexamethasone, overnight; 370,000 tested, 1% active; in the data active = activation above about 7.8%;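 also: 0% = vehicle wells and 100% = reference activator wells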
HTRA1 inhibitor: HTRA1 serine protease inhibitors, primary screen, biochemical, fluorescence polarization, HTS; inhibition, % at 5.96 µM; Q92743; 340,000 tested, 0.5% active; recombinant HTRA1, FP-rhodamine activity-based probe; AID 504803, 2011; in the data active = inhibition above about 36%;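 also: 0% = enzyme with DMSO and 100% = wells lacking enzyme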
rCAG binder: binders of r(CAG) RNA repeats, primary screen, biochemical, fluorescence | 370,000 tested, 1.3% active | AID 651821, 2012 | inhibition, % at 3 µM | r(CAG) RNA repeat, TO-PRO-1 dye displacement fluorescence;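 active = inhibition above the plate cutoff, the mean of all test compounds on that plate plus 3 SD, cut at about 35% in these data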;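 also: 0% = DMSO alone and 100% = 100 µM mitoxantrone as full dye displacement; higher means more dye released from RNA so lower well fluorescence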
GC-B act: human GC-B receptor activators, primary screen, HEK293 GC-B cells, cGMP TR-FRET, EC30 CNP; 0% at EC30 CNP, 100% saturating CNP; activation, % at 10 µM; 370,000 tested, 0.11% active; AID 1920062, 2024;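 active = activation at 10 µM reaching about 35% in either raw or pattern-adjusted values, limit read from the data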
Target sequence (P20594 whole entry, looked up): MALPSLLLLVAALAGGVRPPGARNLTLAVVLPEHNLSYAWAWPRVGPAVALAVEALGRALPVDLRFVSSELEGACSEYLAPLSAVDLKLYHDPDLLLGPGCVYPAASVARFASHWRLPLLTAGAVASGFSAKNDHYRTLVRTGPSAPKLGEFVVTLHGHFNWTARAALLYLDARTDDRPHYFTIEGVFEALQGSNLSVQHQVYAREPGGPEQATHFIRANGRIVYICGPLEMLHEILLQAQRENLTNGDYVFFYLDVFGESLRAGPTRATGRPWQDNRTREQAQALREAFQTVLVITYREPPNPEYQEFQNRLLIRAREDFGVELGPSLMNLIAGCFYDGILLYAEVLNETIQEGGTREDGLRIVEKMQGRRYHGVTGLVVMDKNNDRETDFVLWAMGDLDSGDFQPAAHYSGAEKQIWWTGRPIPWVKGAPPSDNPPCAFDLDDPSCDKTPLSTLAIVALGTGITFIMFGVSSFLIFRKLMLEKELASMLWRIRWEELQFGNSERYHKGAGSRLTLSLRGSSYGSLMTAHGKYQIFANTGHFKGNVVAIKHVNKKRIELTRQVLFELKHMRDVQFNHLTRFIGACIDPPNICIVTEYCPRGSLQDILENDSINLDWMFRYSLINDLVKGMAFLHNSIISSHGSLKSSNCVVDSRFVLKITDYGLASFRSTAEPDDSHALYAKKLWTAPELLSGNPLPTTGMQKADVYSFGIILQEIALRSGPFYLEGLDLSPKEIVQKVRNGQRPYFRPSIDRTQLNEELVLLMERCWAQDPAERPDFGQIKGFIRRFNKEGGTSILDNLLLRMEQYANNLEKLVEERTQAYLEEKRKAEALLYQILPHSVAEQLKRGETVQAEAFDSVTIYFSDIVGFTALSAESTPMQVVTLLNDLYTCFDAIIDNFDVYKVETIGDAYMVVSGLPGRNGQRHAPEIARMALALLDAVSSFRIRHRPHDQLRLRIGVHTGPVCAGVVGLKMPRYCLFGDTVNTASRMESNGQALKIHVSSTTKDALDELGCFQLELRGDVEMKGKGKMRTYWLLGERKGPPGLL
Rev-erbA mod: modulators of Rev-erb alpha DNA binding, primary screen, biochemical, FITC-DNA, fluorescence polarization, uHTS; Nuclear receptor subfamily 1 group D member 1 (Homo sapiens), P20393; 370,000 tested, 0.79% active; Rev-erbα–FITC-DNA binding, 90 min; activity, % at 10 µM; AID 1259318, 2017;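 active = activity above about 14%, limit read from the data; passing the limit was not always enough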;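 also: 0% = DMSO wells with 35 nM protein and 100% = DMSO wells with 750 nM protein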
ASAP1 GAP inh: inhibitors of human ASAP1 ArfGAP activity, primary screen, biochemical, fluorescence polarization. Arf-GAP with SH3 domain, ANK repeat and PH domain-containing protein 1 (Homo sapiens), …. ASAP1-stimulated ARF1 GTP hydrolysis, GDP FP detection. inhibition, % at 16.5 µM. 360,000 tested, 0.19% active. AID 624377, 2012; in the data active = inhibition above about 25%;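 also: 0% = vehicle with enzyme and substrate and 100% = no enzyme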
PG9 Ab binder: binders of HIV-1 gp120 antibody PG9, primary screen, biochemical, TR-FRET. AID 624416, 2012. HIV-1 gp120 / PG9 antibody interaction. TR-FRET gp120-PG9 antibody binding. inhibition, % at 6.7 µM. 360,000 tested, 0.43% active; in the data active = inhibition above about 8.5%
GC-A act: GC-A stimulated cGMP production enhancers – HEK293 GC-A cells, cGMP TR-FRET, EC30 ANP, primary screen; 0% at EC30 ANP, 100% saturating ANP; activation, % at 10 µM; 370,000 tested, 0.14% active; AID 1671463, 2021; in the data active = activation above about 40%
ARFGAP1 inhibitor: inhibitors of rat ARFGAP1 GAP activity, primary screen, biochemical, fluorescence polarization, GDP tracer | Arfgap1-stimulated ARF1 GTP hydrolysis, GDP FP detection | AID 651572, 2012 | ADP-ribosylation factor GTPase-activating protein 1 (Rattus norvegicus), Q62848 | 360,000 tested, 0.26% active | inhibition, % at 16.5 µM;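 active = inhibition above a per-plate limit, mean inhibition of low control wells plus 3 SD, cut at about 25% in these data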;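 also: 0% = DMSO wells with enzyme and 100% = wells lacking Arfgap1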
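Material: truncated rat Arfgap1 GAP domain; Incubation: compound-enzyme preincubation 20 min, reaction 120 min, detection 60 min, 25 °C; Read-out: percent inhibition of Arfgap1-stimulated GTP hydrolysis; Technique: FP, GDP Alexa 633 tracer displaced from anti-GDP antibody, 620/688 nm; Controls: No-Arfgap1 wells (100%) versus DMSO full-reaction wells (0%); Replication: single well per compound.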
mABHD4 FP: ABHD4 inhibitors, primary screen, biochemical, fluorescence polarization, mouse. (Lyso)-N-acylphosphatidylethanolamine lipase (Mus musculus), Q8VD66. purified mABHD4, FP-Rh probe fluorescence polarization. inhibition, % at 8.92 µM. 370,000 tested, 0.54% active. AID 720543, 2013;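 active = inhibition exceeding the mean over every tested compound plus 3 SD, cut at about 30% in these data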;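 also: 0% = plate median of compound wells and 100% = S159A mutant with DMSO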
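Assay system: wild-type mouse ABHD4 protein; compound: single nominal dose of 8.92 µM, 0.89% DMSO final; schedule: 45 min + 60 min at 25 °C; measured by: FP readout, ex 525 nm / em 598 nm; evaluation: % inhibition of FP-Rh probe binding versus controls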
Active calls of the source: *; . = no result given; & = joins results of further samples.

SMILES	SMARCA2 activ	HTRA1 inhibitor	rCAG binder	GC-B act	Rev-erbA mod	ASAP1 GAP inh	PG9 Ab binder	GC-A act	ARFGAP1 inhibitor	mABHD4 FP
O=C(NCCO)[C@H](Cc1ccccc1)NC1(C(=O)NCCc2c[nH]c3ccccc23)CCCCC1	.	.	.	-7	-6	.	.	-1	.	0
Cc1ccc(C2CCC3(CCC(=O)N3CCO)CC2)cc1 (configuration not stated)	-4&-3	.	-3&0	9&-8	8&11	.	.	2&4	.	0&5
CCCn1c(N)c(N(CCOC)C(=O)c2ccc(F)cc2)c(=O)[nH]c1=O	-2	2	-1	4	-1	-8	-1.2	-2	5	-1
O=C(O)c1ccccc1NC(=O)N1CCOCC1	-4	-5	-2	1	-2	-6	-3.5	1	-4	7
O=C(Cc1ccccc1)NNC(=O)c1ccc(Br)o1	-3	1	-1	1	-3	-3	-3.0	0	14	2
Cc1ccc(C(=O)c2coc3ccc(OCC(=O)O)cc23)cc1	-2	0	11	-4	-2	5	0.1	-5	11	2
Cn1c(SCC(=O)N2CCCc3ccccc32)nc2ccccc2c1=O	-1	-8	0	4	5	-5	-1.9	1	-10	-6
C#CC(CC)(CC)NC(=O)c1ccc(Br)s1	-2	-6	-2	-1	-3	4	-0.9	-3	-10	-11
Cc1cccnc1NC(=O)CSc1ncnc2sc(C)c(C)c12	0	-5	1	6	7	1	1.1	1	-5	-2
O=C(C1CCCCC1)N1CCN(S(=O)(=O)c2ccc(Cl)cc2)CC1	0	0	-3	-6	4	-12	-1.8	-4	0	5
C[C@H]1CN([C@@H](C)CO)C(=O)CCCn2nncc2CO[C@H]1CN(C)C(=O)Nc1cccc2ccccc12	-3	.	0	7	-2	-5	-0.1	0	5	3
COc1cc2c(cc1/C=C/C(=O)O)OC(C)C2 (configuration not stated)	1	14	-4	4	2	-4	0.7	3	3	5
Cc1ccc(S(=O)(=O)N2CCN(C(=O)C3CCCC3)CC2)cc1C	0	-1	-5	-2	3	7	-1.2	-8	-5	0
N#Cc1c(-c2cccc([N+](=O)[O-])c2)nc2n(c1=O)CCS2	-4	9	8	7	2	11	-3.4	3	17	1
CCCC(=O)Nc1ccc(C(=O)NNC(=O)c2cccc([N+](=O)[O-])c2)cc1	-3	.	1	8	-4	5	-1.3	3	-7	-4
Cc1cc(C)nc(NC(=O)c2csnn2)c1	-3	.	-1	-3	-3	-16	0.1	2	10	5
COc1cc2cc(C(=O)N/N=C/c3ccc(F)cc3)[nH]c2cc1OC	-2	14	3	-4	0	2	-0.2	-6	5	16
Cc1c(F)cccc1NS(=O)(=O)c1ccc(OCCNS(C)(=O)=O)cc1	3	6	-1	2	-2	-7	0.3	4	-3	2
COc1ccc(CCn2c(-c3cccc([N+](=O)[O-])c3)nc3nc4ccccc4nc32)cc1	-3	-1	0	1	-2	4	1.8	1	-7	2
O=S(=O)(NCCNS(=O)(=O)c1c(F)cccc1F)c1ccc2c(c1)OCCO2	1	1	6	-1	-5	-3	0.3	1	2	-6
Cc1ccc(NC(=S)N(CCN(C)C)C(C)c2ccco2)c(C)c1 (configuration not stated)	0	2	-4	2	4	7	1.2	-1	-19	3
COc1ccc(C(O)(C(=O)NNc2ccc(C)cc2)c2cccs2)cc1 (configuration not stated)	1	-8	3	3	2	5	-3.0	1	-2	7
CC(=O)c1ccc(NC(=O)CCCCCn2nnc3ccccc3c2=O)cc1	-1	-9	5	-2	-10	-3	0.3	4	15	-6
O=C(COC(=O)/C=C/c1ccc(C(F)(F)F)cc1)NC(=O)NCc1ccco1	-3	-12	1	-1	3	-6	-2.2	1	8	-6
O=C(CSC1=NS(=O)(=O)c2ccccc21)Nc1ccccc1	0	-2	2	10	6	6	-0.2	16	0	5
CCOC(=O)N1CCN(C(=O)c2ccc3c(=O)n(CCc4ccccc4)c(=O)[nH]c3c2)CC1	-1	-1	-5	-1	-5	0	-1.2	-2	1	-3
Nc1c(S(=O)(=O)c2ccccc2)csc1C(=O)O	3	-3	6	0	-5	-2	-2.3	0	2	-5
O=C(CC1SC(N2CCCC2)=NC1=O)Nc1ccc(C(=O)NCc2ccccc2F)cc1 (configuration not stated)	-2	0	2	3	-2	1	0.9	3	-7	-7
CCCc1n[nH]c2c1/C(=N\O)CCC2	-3	-3	2	0	1	6	0.0	1	-7	0
O=C(CCC(=O)Nc1ccccc1)NNC(=O)c1ccccc1Cl	-2	-3	1	2	6	4	-0.4	1	9	1
O=C(CSCc1cc(=O)n2ccsc2n1)Nc1ccccc1	-3	5	2	3	-4	11	-0.7	1	0	1
Cc1ccc2c(c1)N(CCC(=O)NCCCOC(C)C)C(=O)C(C)O2 (configuration not stated)	-5	6	-6	-2	2	-18	-0.6	-3	7	-4
Nc1[nH]c(C(=O)c2ccc(Br)cc2)c(-c2ccccc2Cl)c1C(=O)NCCc1c[nH]c2ccccc12	-5	.	12	-6	1	11	0.5	-4	12	6
O=C(CCCNC(=O)c1ccc(Cl)cc1)Nc1ncccc1O	-3	7	-5	-3	2	-11	-0.9	3	4	4
CCc1ccc(C2c3[nH]c4ccccc4c3CCN2C(=O)CN2CCN(CC)CC2)cc1 (configuration not stated)	3	-1	-10	0	-3	0	1.1	11	-1	5
COc1ccc(C=O)cc1COc1ccc(C)cc1[N+](=O)[O-]	-1	-35	8	-8	-5	0	1.6	0	1	-1
O=C(CSc1nc2ccccc2nc1N1CCCC1)Nc1ccc(Cl)cc1	0	1	7	-1	0	-4	-1.5	-3	2	-6
O=C1CN(C(=O)COC(=O)CNC(=O)c2ccccc2)c2ccccc2N1	-3	3	-4	-2	2	-2	-2.1	1	-2	0
CSCCC(C)N1CCC(Oc2ccc(C(=O)N3CCCC3)cc2)CC1 (configuration not stated)	-1	3	-13	3	6	2	-0.8	0	2	2
C#CCCN([C@@H](CC(C)C)C(=O)OC)S(=O)(=O)c1ccc(F)cc1Br	-4	.	-3	-2	4	.	.	-8	.	-7

5 entries drawn at random from the list so far, as already listed:
SMILES	SMARCA2 activ	HTRA1 inhibitor	rCAG binder	GC-B act	Rev-erbA mod	ASAP1 GAP inh	PG9 Ab binder	GC-A act	ARFGAP1 inhibitor	mABHD4 FP
O=C(O)c1ccccc1NC(=O)N1CCOCC1	-4	-5	-2	1	-2	-6	-3.5	1	-4	7
N#Cc1c(-c2cccc([N+](=O)[O-])c2)nc2n(c1=O)CCS2	-4	9	8	7	2	11	-3.4	3	17	1
Cc1cc(C)nc(NC(=O)c2csnn2)c1	-3	.	-1	-3	-3	-16	0.1	2	10	5
C#CC(CC)(CC)NC(=O)c1ccc(Br)s1	-2	-6	-2	-1	-3	4	-0.9	-3	-10	-11
COc1cc2cc(C(=O)N/N=C/c3ccc(F)cc3)[nH]c2cc1OC	-2	14	3	-4	0	2	-0.2	-6	5	16

Other compounds.
SMILES	SMARCA2 activ	HTRA1 inhibitor	rCAG binder	GC-B act	Rev-erbA mod	ASAP1 GAP inh	PG9 Ab binder	GC-A act	ARFGAP1 inhibitor	mABHD4 FP
Nc1ccc(S(=O)(=O)NC2(C(F)(F)F)NC(=O)N(Cc3ccccc3)C2=O)cc1 (configuration not stated)	8.0*	5	3	1	0	1	-0.7	0	-8	2
CCOC(=O)c1cccc(NC(=O)CSc2nc(N)cc(N)n2)c1	-1	-8	3	-2	-1	-3	-2.8	-1	-3	1
COc1ccc(Oc2nnc(C)c3ccccc23)cc1	0	1	2	2	1	5	-0.2	2	1	-1
CSc1cccc(NC(=O)C2CCCN(S(=O)(=O)c3ccc(F)cc3)C2)c1 (configuration not stated)	-1	-28	-4	-5	-2	7	-1.7	-1	2	-21
CN(C)C(=O)c1ccc(OCC(F)(F)F)nc1	-4	-1	2	0	2	-11	-0.7	3	-14	-5
COc1ccc(-c2noc(CSc3nnc(Cc4ccccc4)n3-c3ccc(Cl)cc3)n2)cc1	-4	-55	4	-12	7	14	-1.4	-14	10	-19
O=C(COC(=O)c1cc(S(=O)(=O)Nc2ccccc2Cl)ccc1O)Nc1nc2ccccc2s1	4	-49	43*	10	3	10	1.4	3	14	-24
CN(CC(=O)Nc1ccccc1F)Cc1cccs1	-1	-3	-3	1	3	8	-0.4	3	9	2
COc1ccc(CN2CCN(C3CCOCC3)CC2CCO)c(C)c1C (configuration not stated)	0	1	0	-1	-1	2	2.0	3	7	5
COc1ccccc1C(=O)NCC(=O)NCCC(c1ccccc1)c1ccccc1	-1	-21	-2	-4	4	10	-1.6	-9	-12	-2
Cc1cccc(-c2ncc(CN3CCN(CCC(C)C)C(CCO)C3)cn2)c1 (configuration not stated)	-3	1	-10	-4	6	1	-0.2	-2	0	1
Cc1ccc(NC(=O)COc2cccnc2[N+](=O)[O-])cc1S(=O)(=O)N1CCOCC1	6	-1	7	-4	-2	5	-1.2	-5	6	0
Cc1nc(SCC(N)=O)c(C#N)c(C)c1C	-2	2	1	4	4	-8	-1.7	-1	0	3
O=C(c1cc(COc2c(F)cccc2F)on1)N1CCSCC1	-2	8	-6	0	-3	-6	1.2	0	7	7
CCOC(=O)c1c(NC(=O)CSc2nnc(-c3cccnc3)o2)sc2c1CCC2	-3	6	-1	-7	6	0	0.1	-8	5	1
FC(F)(F)c1cccc(NC(=S)NCc2ccc(Cl)cc2)c1	-7	-19	5	-3	4	7	-0.5	14	2	-32
Cc1cc(C)n2nc(C(=O)OCC(=O)Nc3ccc(F)cc3F)nc2n1	-2	5	0	8	-2	5	1.3	2	-8	-1
COc1ccc(OC/C(O)=C(\C#N)c2nc3ccccc3[nH]2)cc1	-2	10	0	-3	3	0	-1.7	2	3	-1
COCCNC(=O)C(c1cccnc1)N(Cc1ccccc1)C(=O)Cn1nnc2ccccc21 (configuration not stated)	3	1	-2	-6	-2	1	0.2	5	4	0
Cc1ccsc1C(=O)N/N=C/c1ccc([N+](=O)[O-])cc1	12*	8	2	3	4	-1	-1.9	5	10	0
COC(=O)CSc1nc2nc(C)cc(C)n2n1	-1	0	1	0	5	3	-0.6	1	-14	1
CNc1ccc(Br)cc(C(=O)/C=C/c2cccc(Cl)c2Cl)c1=O	-3	65*	48*	0	-12	-1	0.9	-9	-6	42*
CC(=O)N1CCN(c2ccc(NCc3ccc4c(c3)OCO4)cc2)CC1	-2	23	1	7	-1	-4	-7.9	2	-5	18
O=[N+]([O-])c1ccc(NC(=S)NCCc2ccc(Cl)cc2)cc1	-12	-53	25	17	3	12	-0.8	8	10	-72

High-throughput results from PubChem.
